# S1P3 antagonist = S1P3 receptor antagonists, primary screen, cell-based. 170,000 compounds, 0.27% hits. Sphingosine 1-phosphate receptor 3 (Homo sapiens), Q99500. CHO S1P3 NFAT-BLA reporter, FRET fluorescence, antagonist mode. inhibition, % at 4.98 µM. AID 485, 2006;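 active means inhibition above the plate cutoff, the mean inhibition of test wells on that plate plus 3 SD, cut at about 28% in these data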;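 further: cells challenged with S1P at its EC80 of 0.8 µM; blue over green emission ratio from cleaved BLA substrate after 4 h stimulation; 0% = S1P-stimulated wells and 100% = unstimulated DMSO-only wells; some compounds past the cut are filed as inactive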
# STAT1 blocker = STAT1 signaling inhibitors, primary screen, cell-based, HTS, luciferase reporter | 200,000 compounds, 0.35% hits | NIH 3T3 STAT1-luciferase reporter, IFN-gamma, luminescence | inhibition, % at 5.5 µM | AID 920, 2007;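 active means inhibition above a set limit, the mean inhibition across all tested compounds plus 3 SD, cut at about 34% in these data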;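 further: 0% = IFN-gamma with DMSO and 100% = IFN-gamma with 300 µM nifuroxazide; values of inactives mirror those of a sister screen read the other way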
# TLR4-MyD88 BLA = inhibitors of TLR4-MyD88 association in cells, primary screen, cell-based, HeLa CL3-4, BLA complementation, FRET ratio; Toll-like receptor 4 (Homo sapiens) + Myeloid differentiation primary response protein …; AID 861, 2007; HeLa CL3-4 TLR4/MyD88 BLA complementation; inhibition, % at 8.4 µM; 200,000 compounds, 0.18% hits; in the data active means inhibition above about 25%;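 further: 0% = vehicle and 100% = reference inhibitor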
# ROMK mod = ROMK potassium channel modulators, primary screen, cell-based, thallium flux, MLSMR library; Tet-inducible ROMK, thallium flux fluorescence; actives lie on both sides; B-score at 10 µM; 130,000 compounds, 2% hits;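 active means signal ratio slope over the read window, or its plate-corrected B-score, at least 3 SD from the plate mean, either direction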;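 further: B-score of the F/F0 ratio slope over 7 to 12 s after thallium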
# Target sequence (P48048 whole entry, looked up): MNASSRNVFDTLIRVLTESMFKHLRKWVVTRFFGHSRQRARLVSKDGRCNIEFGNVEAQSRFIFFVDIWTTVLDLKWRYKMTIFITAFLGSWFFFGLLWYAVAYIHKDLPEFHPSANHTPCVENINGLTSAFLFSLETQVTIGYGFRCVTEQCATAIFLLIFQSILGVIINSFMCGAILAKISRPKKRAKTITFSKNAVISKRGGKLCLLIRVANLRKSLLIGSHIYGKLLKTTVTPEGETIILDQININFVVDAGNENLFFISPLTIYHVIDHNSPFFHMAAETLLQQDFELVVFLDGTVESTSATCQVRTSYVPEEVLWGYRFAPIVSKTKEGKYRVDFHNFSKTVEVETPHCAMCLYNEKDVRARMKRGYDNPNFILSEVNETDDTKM
# PPARg SRC-3 ag = PPARgamma agonists recruiting SRC-3 coactivator, primary screen, biochemical. Peroxisome proliferator-activated receptor gamma (Homo sapiens), P37231. activation, % at 8 µM. AID 731, 2007. biochemical PPARgamma/SRC-3 coactivator recruitment assay. 200,000 compounds, 0.26% hits; in the data active means activation above about 23%;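 further: 0% = DMSO and 100% = reference agonist; some compounds past the cut are filed as inactive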
# Target sequence (P37231 whole entry, looked up): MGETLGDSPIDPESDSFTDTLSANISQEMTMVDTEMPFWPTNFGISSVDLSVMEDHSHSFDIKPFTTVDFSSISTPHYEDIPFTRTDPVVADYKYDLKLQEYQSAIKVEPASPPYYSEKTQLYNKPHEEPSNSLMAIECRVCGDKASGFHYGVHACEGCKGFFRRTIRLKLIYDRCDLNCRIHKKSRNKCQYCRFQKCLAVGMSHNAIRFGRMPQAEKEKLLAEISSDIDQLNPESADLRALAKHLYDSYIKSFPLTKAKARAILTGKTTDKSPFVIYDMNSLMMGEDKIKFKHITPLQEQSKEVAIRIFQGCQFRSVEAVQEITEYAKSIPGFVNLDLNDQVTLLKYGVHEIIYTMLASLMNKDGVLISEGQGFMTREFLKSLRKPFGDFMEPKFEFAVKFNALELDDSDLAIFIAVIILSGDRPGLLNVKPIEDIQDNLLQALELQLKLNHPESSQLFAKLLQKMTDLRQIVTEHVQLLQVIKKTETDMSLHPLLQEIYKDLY
# STAT3 activator = IL-6 driven STAT3 reporter potentiators, primary screen, U3A cells, luciferase, luminescence, MLSCN library; 190,000 compounds, 0.91% hits; IL-6 STAT3-luciferase reporter; 100% = signal with IL-6 EC80 alone; activation (% of control), % at 5.6 µM;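 active means activation above the screen-wide mean of compound activation plus 3 SD, cut at about 130% in these data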;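 further: 0% = background luminescence of wells with medium and substrate only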
#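 Test system: STAT3-luciferase reporter U3A cells; Detection: reporter luminescence signal; Times: 1 h compound pre-exposure, 6 h IL-6 stimulation, 37 °C; Benchmarks: IL-6-only high control; Also added: IL-6 stimulus at 33 ng/mL final.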
# PPARg SRC-2 ag = agonists of PPARg-SRC-2 recruitment, primary screen, biochemical, HTS | AID 1032, 2008 | Peroxisome proliferator-activated receptor gamma (Homo sapiens), P37231 | PPARgamma LBD-SRC-2 recruitment | activation, % at 8 µM | 200,000 compounds, 0.34% hits; in the data active means activation above about 22%;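 further: 0% = vehicle and 100% = reference agonist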
# STAT3 inh = IL-6 driven STAT3 reporter inhibitors, primary screen, U3A cells, luciferase, luminescence, MLSCN library. IL-6 STAT3-luciferase reporter; host cell line lacks STAT1. inhibition, % at 5.5 µM. 190,000 compounds, 0.89% hits. AID 862, 2007;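 active means inhibition above the mean inhibition across all screened compounds plus 3 SD, cut at about 44% in these data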;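 further: 0% = DMSO only wells and 100% = 100 µM nifuroxazide control wells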
# PPARg SRC1 recr = PPARgamma agonists recruiting SRC-1 coactivator, primary screen, biochemical; PPARgamma-SRC-1 coactivator recruitment biochemical assay; 200,000 compounds, 0.41% hits; activation, % at 8 µM; in the data active means activation above about 19%;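 further: 0% = DMSO and 100% = reference agonist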
# TR-FRET SRC-2 ct = TR-FRET signal artefacts, primary screen, artefact control for PPARgamma SRC-2 agonist project, biochemical; TR-FRET artefact counter-screen; stronger effect = higher value; TR-FRET ratio at 8 µM; 200,000 compounds, 0.4% hits; in the data active means TR-FRET ratio above about 2000; further: inactives centre near 1500
# RAM inhibit = inhibitors of the yeast RAM network, primary screen, dse1pr::URA3 reporter, 5-FOA selection | S. cerevisiae dse1pr::URA3 reporter, 5-FOA growth OD615, 2 d; analog-sensitive cbk1-as2 kinase mutant strain | inhibition, % at 50 µM | 190,000 compounds, 1.8% hits | AID 868, 2007;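 active means inhibition above a set limit, 3 SD over mean compound inhibition, cut at about 8.4% in these data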;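 further: 0% = DMSO-only wells with no growth and 100% = 10 µM 1-NA-PP1 full growth; inhibition rescues growth on 5-FOA so higher OD means more RAM inhibition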
# Active calls of the source: *; / = not tested or not shown.
1) CCOc1ccccc1C1CC(c2ccc(Br)cc2)Nc2nc(N)nn21 (configuration not stated)
2) C=CCNC(=S)Nc1ccc2nc(C)oc2c1
3) Cc1ccc(NC(=O)c2ccccn2)c(Br)c1
4) O=C(COC(=O)C1CCC(=O)N1)Nc1ccc(Cl)cc1Cl (configuration not stated)
5) Cc1ccccc1N/N=C/c1ccc(C#N)cc1
6) Cc1ccc(CNC(=O)CCC2CCCN(Cc3cccc4cccnc34)C2)o1 (configuration not stated)
7) CCOC(=O)CN(C(=O)CNC(=O)c1ccco1)C(C(=O)NC1CCCC1)c1ccccc1OCC (configuration not stated)
8) COc1ccc(/C=N/NC(=O)c2cccc(NC(C)=O)c2)c(OC)c1
screen / no.,1,2,3,4,5,6,7,8
S1P3 antagonist,14,-1,-16,-9,1,-12,14,-5
STAT1 blocker,1,7,-61,-6,-5,-3,2,-4
TLR4-MyD88 BLA,-2,6,-21,-15,1,15,6,1
ROMK mod,/,0.00015,1.2,/,0.61,0.24,/,-0.041
PPARg SRC-3 ag,-9,1,-1,6,-1,-1,3,1
STAT3 activator,102,92,92,99,87,119,104,103
PPARg SRC-2 ag,2,4,-4,6,-2,-10,-4,-5
STAT3 inh,3,14,14,7,14,-8,1,9
PPARg SRC1 recr,13,14,-1,13,-6,-4,-5,7
TR-FRET SRC-2 ct,1439,1705,1476,1670,1441,1463,1419,1575
RAM inhibit,0.2,0.1,1.0,0.1,4.7,2.3,0.0,1.6

9) O=C(C1CCCN(CCCc2ccccc2)C1)N1CCCCC1 (configuration not stated)
10) CCOC(=O)CSc1nc2cc(C(=O)N3CCCC3)ccc2c(=O)n1Cc1ccccc1
11) Cc1ccc(CN2C(=O)CCC2C(=O)NC(C)C)cc1 (configuration not stated)
12) C/C(=N/NC(=O)CSc1nc2ccccc2n1C)c1ccc(O)cc1
13) Cc1ccccc1C(=O)Oc1ccc(Sc2ccc(O)cc2)cc1
14) CC(=O)Nc1ccc(/C=N/OCC(=O)Nc2ccc(C)cc2)cc1
15) CCOCCCN1CC(C(=O)NCCc2ccc(C)cc2)CC1=O (configuration not stated)
16) COc1ccccc1/C=C/C(=O)NCCC1=CCCCC1
screen / no.,9,10,11,12,13,14,15,16
S1P3 antagonist,8,/,-4,11,/,1,-8,-7
STAT1 blocker,-3,12,2,-2,-3,-27,1,-65
TLR4-MyD88 BLA,1,4,3,8,3,7,-5,4
ROMK mod,/,-0.58,-0.25,0.016,/,0.056,/,-0.066
PPARg SRC-3 ag,-2,-7,1,-1,0,0,1,-1
STAT3 activator,109,93,98,87,92,114,92,113
PPARg SRC-2 ag,11,6,0,10,1,14,8,3
STAT3 inh,-8,14,10,17,16,-16,16,-8
PPARg SRC1 recr,-2,12,0,4,-1,6,3,-8
TR-FRET SRC-2 ct,1408,1595,1335,1574,1589,1594,1430,1628
RAM inhibit,1.5,3.5,-0.3,5.1,11*,4.7,-0.9,3.0

17) O=C(O)CCCNS(=O)(=O)c1ccc2c(c1)OCCCO2
18) COc1cc2[nH]c(=O)n(CCC(=O)N3CCN(Cc4ccccc4)CC3)c(=O)c2cc1OC
19) COc1cccc(N2C(=O)CC(Nc3ccc(N4CCOCC4)cc3)C2=O)c1 (configuration not stated)
20) CCOC(=O)c1c(NC(=O)CSc2nnc(-c3c[nH]c4ccccc34)n2CCOC)sc2c1CCCCC2
21) O=C(Cc1ccccc1F)Nc1ccc(SC(F)F)cc1
22) O=C(CCn1cnc2ccccc2c1=O)Nc1cccc(Cl)c1
23) Cc1ccc2c(c1)sc1nc(=O)n(-c3ccc(Cl)cc3)c(=O)n12
24) COc1ccc(C(C)=O)cc1CSc1nc2ccccc2c(=O)n1-c1ccccc1C
screen / no.,17,18,19,20,21,22,23,24
S1P3 antagonist,-10,4,6,-5,9,-13,/,0
STAT1 blocker,-1,2,0,4,-70,-4,1,-7
TLR4-MyD88 BLA,0,-5,-4,10,3,5,-12,11
ROMK mod,/,1.2,/,-0.057,-1.1,/,/,0.18
PPARg SRC-3 ag,3,6,21,8,-1,-3,6,2
STAT3 activator,97,93,95,109,110,92,99,99
PPARg SRC-2 ag,14,10,9,0,0,1,-2,-4
STAT3 inh,6,13,16,-11,-8,14,6,2
PPARg SRC1 recr,10,3,10,-1,2,-1,5,-5
TR-FRET SRC-2 ct,1916,1710,1645,1477,1774,1577,1457,1482
RAM inhibit,-0.1,0.0,1.8,4.8,1.8,1.6,4.3,3.8

25) Cc1cc(Nc2ccc(Cl)cc2)nc(N)n1
26) CN(C)CCN1C(=O)NC(C)(c2ccc([N+](=O)[O-])cc2)C1=O (configuration not stated)
27) O=C(NCc1ccc(F)cc1)C1CCN(S(=O)(=O)N2CCCCC2)CC1
28) CCOC(=O)N1CCC(n2c(SCC(=O)Nc3nccs3)nc3ccsc3c2=O)CC1
29) CC(C)(C)C(=O)/C=c1\[nH]c(=O)/c(=C\c2ccc(F)cc2)s1
30) Cn1c(N)c(C(=O)COC(=O)c2ccc(Cl)nc2)c(=O)n(C)c1=O
31) Cc1cccc(C(=O)Nc2cccc(OCC(=O)O)c2)c1
32) O=C(Nc1ccc2c(c1)CCC2)c1ccccc1Br
screen / no.,25,26,27,28,29,30,31,32
S1P3 antagonist,/,-7,-2,/,/,-9,-6,-9
STAT1 blocker,-17,-4,6,18,0,8,7,-59
TLR4-MyD88 BLA,1,-7,9,3,-9,11,-4,-7
ROMK mod,/,0.16,/,/,-0.2,0.43,-0.44,-1.2
PPARg SRC-3 ag,-2,-4,-4,6,8,1,-3,1
STAT3 activator,105,102,103,96,88,96,97,90
PPARg SRC-2 ag,4,0,-9,-1,5,5,5,4
STAT3 inh,-5,1,2,8,14,6,15,15
PPARg SRC1 recr,1,3,11,0,2,1,3,4
TR-FRET SRC-2 ct,1548,1369,1525,1437,1473,1585,1657,1623
RAM inhibit,2.9,-0.1,0.7,1.8,1.6,1.1,0.5,1.9

# Profiles, quoted from the list. Order of values: S1P3 antagonist	STAT1 blocker	TLR4-MyD88 BLA	ROMK mod	PPARg SRC-3 ag	STAT3 activator	PPARg SRC-2 ag	STAT3 inh	PPARg SRC1 recr	TR-FRET SRC-2 ct	RAM inhibit
# `COc1ccc(C(C)=O)cc1CSc1nc2ccccc2c(=O)n1-c1ccccc1C` across the screens: 0	-7	11	0.18	2	99	-4	2	-5	1482	3.8
# `COc1ccc(/C=N/NC(=O)c2cccc(NC(C)=O)c2)c(OC)c1` across the screens: -5	-4	1	-0.041	1	103	-5	9	7	1575	1.6
# `CN(C)CCN1C(=O)NC(C)(c2ccc([N+](=O)[O-])cc2)C1=O` (configuration not stated) across the screens: -7	-4	-7	0.16	-4	102	0	1	3	1369	-0.1
# `COc1ccccc1/C=C/C(=O)NCCC1=CCCCC1` across the screens: -7	-65	4	-0.066	-1	113	3	-8	-8	1628	3.0

# Continued.
33) CC1(C)CC(=O)C2=C(C1)N(CC1CCCO1)C(=O)C2(O)C(F)(F)F (configuration not stated)
34) Cc1ccccc1NC(=O)Cn1nnc(S(=O)(=O)c2ccc(C(C)(C)C)cc2)c1N
35) COc1ccc(OCC(=O)N2CCN(c3cccc(C(F)(F)F)c3)CC2)cc1
36) CC(C)(C)c1cc(C(=O)N/N=C/c2ccco2)n[nH]1
37) NNC(=O)c1nc(-c2ccccc2)n2c1CCCCC2
38) O=C(NNC(=O)c1ccccc1-n1cccc1)c1ccc(Cl)c(Cl)c1
39) Cc1ccc(-c2cc(C(F)F)n3ncc(C(=O)Nc4ccc(S(=O)(=O)Nc5ccccc5C)cc4)c3n2)cc1
40) CCOC(=O)N1CCN(c2c(NCc3ccc(N(C)C)cc3)c(=O)c2=O)CC1
screen / no.,33,34,35,36,37,38,39,40
S1P3 antagonist,/,1,3,-17,/,/,/,/
STAT1 blocker,8,-2,-4,-6,4,-11,-1,-6
TLR4-MyD88 BLA,-14,4,2,-7,1,3,-6,5
ROMK mod,-0.27,-0.02,/,0.31,/,/,/,/
PPARg SRC-3 ag,-7,-3,3,4,1,0,-5,6
STAT3 activator,101,105,104,114,105,91,104,103
PPARg SRC-2 ag,6,0,0,6,-4,8,-4,-7
STAT3 inh,-3,-6,1,-20,-3,13,5,6
PPARg SRC1 recr,3,-4,-6,3,4,-2,-7,9
TR-FRET SRC-2 ct,1468,1764,1358,1766,1427,1369,1562,1460
RAM inhibit,2.3,3.8,1.2,1.7,0.9,0.0,6.2,0.3

41) Cc1cc(C)n(-c2ccc(C(=O)N3CCC(CO)(Cc4ccccc4)CC3)cc2)n1
42) COc1ccc(S(=O)(=O)NC(CC(=O)NCCc2ccc(OC)c(OC)c2)C(C)C)cc1 (configuration not stated)
43) CCNC(=S)N(CCc1c(C)[nH]c2ccccc12)Cc1cc(OC)c(OC)c(OC)c1
44) NC(=O)CSc1nnc(COc2ccccc2)n1CCc1ccccc1
45) O=C(NC(=S)NCCN1CCOCC1)c1ccc(F)cc1
46) CC(Sc1ccc2c(c1)OCCO2)C(=O)Nc1ccc(N2CCOCC2)cc1 (configuration not stated)
47) O=C(NC(Nc1ncc(S(=O)(=O)c2ccc([N+](=O)[O-])cc2)s1)(C(F)(F)F)C(F)(F)F)c1ccc(Cl)cc1
48) O=C(O)CCCC(=O)Nc1c(F)c(F)c(F)c(F)c1F
49) COC(=O)c1cccc(NC(=O)CSc2nnc(COc3ccc(C#N)cc3)n2-c2ccccc2)c1
50) O=C1c2ccccc2C(=O)N1CC#CCN1CCN(C(c2ccccc2)c2ccccc2)CC1
51) Cc1ccc(S(=O)(=O)N/N=C/c2cc(Br)c(C)o2)cc1
screen / no.,41,42,43,44,45,46,47,48,49,50,51
S1P3 antagonist,9,5,-9,3,1,-1,/,-28,36,/,/
STAT1 blocker,11,2,-7,-4,-8,-5,10,-15,7,1,-6
TLR4-MyD88 BLA,0,-8,-3,-21,7,-4,-6,-5,0,-7,-14
ROMK mod,-1.5,/,-1.4,-0.33,0.92,0.91,-3*,/,/,/,/
PPARg SRC-3 ag,4,1,-2,9,0,1,6,-4,3,8,18
STAT3 activator,92,91,97,96,108,96,75,101,99,100,104
PPARg SRC-2 ag,6,6,3,-1,-1,2,2,-3,0,6,8
STAT3 inh,11,18,4,11,-5,7,31,3,5,2,5
PPARg SRC1 recr,0,6,0,-1,1,1,0,-5,-3,5,3
TR-FRET SRC-2 ct,1593,1720,1531,1623,1645,1351,1669,1417,1575,1625,1395
RAM inhibit,0.4,1.4,7.4,0.7,1.3,-0.5,0.1,2.5,1.0,0.5,1.6

# High-throughput results as filed in PubChem BioAssay.
